Compound activity (PubChem)
DAGLB inhibitor = diacylglycerol lipase beta (human) inhibition; hit rate 0.059% among 340,000; HEK293T DAGLB membrane lysate, EnzChek fluorogenic substrate; AID 504411; inhibition, % at 5.17 µM; Q8NCG7; in the data active = inhibition above about 34%;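 also: 0% = enzyme with vehicle and 100% = wells lacking enzyme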
CDK5 p35 inh = blocks human CDK5/p35 kinase activity | Q00535+Q15078 | Recombinant CDK5/p35, ADP-Glo luminescence, 60 min | inhibition, % at 10 µM | hit rate 0.01% among 330,000;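 active = highest replicate inhibition of at least 50% and at least 75% of replicates reaching 50%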;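 also: plate controls were DMSO neutral control for no effect and GW8510 at 10 µM for full effect; many of its hits are not listed in these tables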
Target sequence (Q00535 whole entry, looked up): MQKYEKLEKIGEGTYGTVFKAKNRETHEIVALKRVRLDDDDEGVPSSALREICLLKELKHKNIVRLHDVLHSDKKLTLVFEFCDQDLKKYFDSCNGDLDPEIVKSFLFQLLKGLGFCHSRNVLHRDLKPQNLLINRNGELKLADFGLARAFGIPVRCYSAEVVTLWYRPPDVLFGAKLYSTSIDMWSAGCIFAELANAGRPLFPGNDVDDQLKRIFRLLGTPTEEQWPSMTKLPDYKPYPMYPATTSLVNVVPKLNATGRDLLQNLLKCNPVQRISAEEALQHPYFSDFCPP
Target sequence (Q15078 whole entry, looked up): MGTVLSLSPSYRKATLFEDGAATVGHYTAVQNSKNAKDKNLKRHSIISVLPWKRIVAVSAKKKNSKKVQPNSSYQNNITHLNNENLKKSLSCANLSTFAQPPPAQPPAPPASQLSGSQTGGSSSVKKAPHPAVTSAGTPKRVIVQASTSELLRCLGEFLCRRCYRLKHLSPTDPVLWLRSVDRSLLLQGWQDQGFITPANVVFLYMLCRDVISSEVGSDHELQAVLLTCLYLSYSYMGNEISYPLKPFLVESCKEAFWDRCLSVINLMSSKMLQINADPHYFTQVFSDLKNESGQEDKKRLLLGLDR
PKA-R1A act = activates the PKA-R1A holoenzyme complex | hit rate 0.083% among 340,000 | P00514+P68181 | PKA-R1A dissociation, Cy5-IP20 fluorescence polarization; scaled: DMSO 0%, 113 µM cGMP 100% | AID 504707 | activation, % at 11.4 µM;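 active = percent activation above the mean of all tested compounds plus 3 SD, cut at about 19% in these data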;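 also: higher means more PKAc released from R1A so a rise in polarization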
phage Ecoli inh = E. coli growth loss with phage present; hit rate 0.26% among 360,000; inhibition, % at 11.9 µM; growth absorbance; in the data active = inhibition above about 11%
E coli growth = reduces bacterial viability in AddAB counter-screen | E. coli V3065 growth, OD600 absorbance, 18 h | inhibition, % at 11.9 µM | hit rate 0.27% among 330,000;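 active = inhibition above the campaign's mean inhibition across all tested compounds plus 3 SD, cut at about 9.9% in these data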;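 also: uninfected addAB+ strain grown without phage in ampicillin broth; 0% = DMSO wells and 100% = ciprofloxacin 0.95 µg/ml wells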
Tat transport = inhibitors of E. coli Tat protein transport; hit rate 0.036% among 340,000; inhibition, % at 10 µM; E. coli MC4100 TorA-mCherry Tat export, fluorescence;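 active = mean replicate inhibition at least 50% and at least half of replicates individually reaching 50%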;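 also: exported cargo escapes ClpAP degradation while cytoplasmic cargo is degraded and loses fluorescence; 0% = median of neutral control wells and 100% = median of NaSCN control wells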
PKA-R2B activ = activates the human PKA-R2B holoenzyme complex; AID 504700; hit rate 0.079% among 340,000; P22694+P31323; PKA-R2B holoenzyme dissociation, Cy5-IP20 fluorescence polarization; R2B truncated from residue 108, S112A mutant; 0% DMSO only, 100% 113 µM cGMP; activation, % at 11.4 µM;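 active = activation above a cutoff set at the mean over all compounds plus 3 SD, cut at about 18% in these data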;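 also: higher means more holoenzyme dissociation and a rise in polarization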
Target sequence (P31323 whole entry, looked up, other chains not shown, the tested form may be a part): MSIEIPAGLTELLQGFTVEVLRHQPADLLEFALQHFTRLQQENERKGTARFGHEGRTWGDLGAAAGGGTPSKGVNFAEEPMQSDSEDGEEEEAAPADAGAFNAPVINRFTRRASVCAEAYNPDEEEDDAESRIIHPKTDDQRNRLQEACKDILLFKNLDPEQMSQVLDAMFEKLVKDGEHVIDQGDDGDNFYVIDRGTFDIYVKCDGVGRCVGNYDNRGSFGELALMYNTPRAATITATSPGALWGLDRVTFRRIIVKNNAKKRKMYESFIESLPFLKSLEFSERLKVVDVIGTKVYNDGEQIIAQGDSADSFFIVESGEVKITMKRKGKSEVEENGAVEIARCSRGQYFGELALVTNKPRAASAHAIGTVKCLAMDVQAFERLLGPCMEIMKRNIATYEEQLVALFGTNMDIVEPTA
HTR5A ag = activates human HTR5A in OPRM1-OPRD1 agonist counter-screen; HTR5A agonist assay, luminescence, cell-based; activation, % at 9.3 µM; hit rate 0.61% among 340,000; in the data active = activation mostly above about 9.5%, no sharp cut-off; inactive = mostly below about 7.6%;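 also: 0% = cells with vehicle only and 100% = reference agonist; strong numbers were not always called active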
HTR5A inv ag = inverse agonist of human HTR5A in OPRM1-OPRD1 counter-screen | AID 504634 | hit rate 0.083% among 340,000 | P47898 | HTR5A cell line, luminescence, inverse agonism | inhibition, % at 9.3 µM; in the data active = inhibition mostly above about 23%, no sharp cut-off; inactive = mostly below about 18%;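 also: 0% = cells with DMSO and 100% = no-cell wells with DMSO; some compounds called inactive have numbers as strong as hits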
SUMO Mot1 rescue = inhibitors of SUMOylation pathway: yeast Mot1-301 growth rescue; growth rescue, % at 18.8 µM; S. cerevisiae Mot1-301 growth rescue, ATP luminescence, 38.5C; percent above DMSO median, 100 means doubled; hit rate 1% among 320,000;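 active = every valid replicate shows activation above 250% relative to neutral control wells; inactive = the rest, any valid replicate at or below 250%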;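 also: OY570 slx delta 5 strain wells were the positive control but not used for scaling; some compounds called inactive have numbers as strong as hits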
AddAB inh = less growth of phage-infected E. coli with AddAB | inhibition, % at 11.9 µM | E. coli expressing H. pylori AddAB, absorbance growth | hit rate 0.29% among 330,000; in the data active = inhibition above about 12%;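 also: 0% = vehicle wells of infected cells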
* hit, by the source's call.

Screening CCn1cc(C2=NC(C(C)C)CO2)c2ccccc21 (stereo not drawn) returned DAGLB inhibitor 1, CDK5 p35 inh 0.5, PKA-R1A act 4, phage Ecoli inh 3.6, E coli growth -1.8, Tat transport 5, PKA-R2B activ -5, HTR5A ag 0, HTR5A inv ag 7, SUMO Mot1 rescue 2 and AddAB inh 0.3.
`O=C(COC(=O)c1cccc(O)c1)Nc1ccc(S(=O)(=O)N2CCOCC2)cc1` gave DAGLB inhibitor -5, CDK5 p35 inh 0.2, PKA-R1A act -7, phage Ecoli inh -0.7, E coli growth 0.5, Tat transport -1, PKA-R2B activ -9, HTR5A ag -1, HTR5A inv ag -7, SUMO Mot1 rescue -5 and AddAB inh 2.3.
`CCOc1ccc(S(=O)(=O)NCCC(=O)N2CCN(c3ccccc3O)CC2)cc1` gave DAGLB inhibitor 1, CDK5 p35 inh 0.0, PKA-R1A act -1, phage Ecoli inh 0.1, E coli growth 0.7, Tat transport 5, PKA-R2B activ -11, HTR5A ag -4, HTR5A inv ag 1, SUMO Mot1 rescue 2 and AddAB inh -1.2.
`CC(C)c1onc(C(=O)N2CCCCC2)c1[N+](=O)[O-]` gave DAGLB inhibitor -2, CDK5 p35 inh 0.2, PKA-R1A act 3, phage Ecoli inh 5.0, E coli growth 0.5, Tat transport -8, PKA-R2B activ 11, HTR5A ag 4, HTR5A inv ag -10, SUMO Mot1 rescue 65 and AddAB inh 2.5.
Cc1cccc(NC(=O)CSc2nnc(CNC(=O)c3ccc(S(=O)(=O)N(C)C)cc3)n2-c2ccc(F)cc2)c1 was read as DAGLB inhibitor -1, CDK5 p35 inh -2.2, PKA-R1A act -3, phage Ecoli inh 2.1, E coli growth -1.6, Tat transport 1, PKA-R2B activ 3, HTR5A ag 1, HTR5A inv ag -17, SUMO Mot1 rescue 0 and AddAB inh 0.3.
For COc1ccc(C(=O)NCC(=O)N2CCN(c3ccc(Cl)cc3)CC2)cc1 the results were DAGLB inhibitor 0, CDK5 p35 inh 0.5, PKA-R1A act 6, phage Ecoli inh 3.9, E coli growth -1.3, Tat transport -6, PKA-R2B activ 7, HTR5A ag -1, HTR5A inv ag 3, SUMO Mot1 rescue 104 and AddAB inh 1.8.
Screening Cc1cccc(C)c1OCc1nnc(NC(=O)CSc2ccc(Cl)cc2)s1 returned DAGLB inhibitor 0, CDK5 p35 inh -3.9, PKA-R1A act -5, phage Ecoli inh 3.4, E coli growth 0.5, Tat transport -7, PKA-R2B activ -1, HTR5A ag 2, HTR5A inv ag 8, SUMO Mot1 rescue 7 and AddAB inh -0.5.
Screening c1coc(-c2ccnc(-c3ccncc3)n2)c1 returned DAGLB inhibitor -4, CDK5 p35 inh 1.4, PKA-R1A act 1, phage Ecoli inh 0.0, E coli growth 2.8, Tat transport -4, PKA-R2B activ 7, HTR5A ag 5, HTR5A inv ag -13, SUMO Mot1 rescue -8 and AddAB inh -0.8.
For Cc1noc(C(=O)N2CCN(Cc3ccc4c(c3)OCO4)CC2)c1Cl the results were DAGLB inhibitor -5, CDK5 p35 inh -0.5, PKA-R1A act -16, phage Ecoli inh 2.2, E coli growth 1.4, Tat transport 0, PKA-R2B activ -7, HTR5A ag 10, HTR5A inv ag -28, SUMO Mot1 rescue -8 and AddAB inh 0.9.
`COc1ccc(OC)c(CN2CCN(C(=O)CNC(=O)c3cc(C)cc(C)c3)CC2)c1` gave DAGLB inhibitor 1, CDK5 p35 inh -6.0, PKA-R1A act -4, phage Ecoli inh 4.5, E coli growth 0.3, Tat transport 8, PKA-R2B activ -8, HTR5A ag 1, HTR5A inv ag -2, SUMO Mot1 rescue -1 and AddAB inh 0.3.
For COc1cc(OC)c(C(=O)NNC(=O)CN(C)S(=O)(=O)c2ccc(Cl)cc2)cc1OC the results were DAGLB inhibitor 0, CDK5 p35 inh 0.0, PKA-R1A act -1, phage Ecoli inh 4.0, E coli growth 2.2, Tat transport 7, PKA-R2B activ -5, HTR5A ag -5, HTR5A inv ag -8, SUMO Mot1 rescue -13 and AddAB inh 0.9.
For COc1ccc(CCNC(=O)c2ccc(N(C)S(=O)(=O)c3ccc(C)cc3)cc2)cc1OC the results were DAGLB inhibitor -3, CDK5 p35 inh -1.2, PKA-R1A act 4, phage Ecoli inh 2.7, E coli growth 1.8, Tat transport 10, PKA-R2B activ 2, HTR5A ag -2, HTR5A inv ag 5, SUMO Mot1 rescue 193 and AddAB inh 4.2.
O=C(NCCCN1CCOCC1)c1cc(S(=O)(=O)N2CCN(c3ccccc3)CC2)ccc1Cl was read as DAGLB inhibitor 3, CDK5 p35 inh -0.4, PKA-R1A act -7, phage Ecoli inh -2.5, E coli growth 3.0, Tat transport 0, PKA-R2B activ -5, HTR5A ag -1, HTR5A inv ag 0, SUMO Mot1 rescue -3 and AddAB inh 2.2.
Cc1nc(C)c(C(=O)OC(C)C(=O)Nc2ccc(F)cc2)s1 (stereo not drawn) was read as DAGLB inhibitor 2, CDK5 p35 inh 0.0, PKA-R1A act 1, phage Ecoli inh 2.6, E coli growth -1.7, Tat transport 1, PKA-R2B activ 1, HTR5A ag 12, HTR5A inv ag -30 and AddAB inh -0.8.
`CC(=O)NNC(=O)c1ccncc1` gave DAGLB inhibitor 0, CDK5 p35 inh -0.5, PKA-R1A act -2, phage Ecoli inh -0.3, E coli growth -1.6, Tat transport -6, PKA-R2B activ -4, HTR5A ag 0, HTR5A inv ag -24, SUMO Mot1 rescue -9 and AddAB inh 2.0.
`COc1ccc(/C=C/C(=O)Nc2cccc(S(=O)(=O)NC3=NCCCCC3)c2)c(OC)c1` gave DAGLB inhibitor -1, CDK5 p35 inh -0.1, PKA-R1A act -7, phage Ecoli inh 1.2, E coli growth -1.6, Tat transport 6, PKA-R2B activ -2, HTR5A ag -3, HTR5A inv ag 7, SUMO Mot1 rescue -10 and AddAB inh 0.8.
Screening CC1(c2ccc(OC(F)F)cc2)NC(=O)N(CC(=O)N2CCN(C(=O)c3ccco3)CC2)C1=O (stereo not drawn) returned DAGLB inhibitor -1, CDK5 p35 inh 1.3, PKA-R1A act 6, phage Ecoli inh 0.7, E coli growth -1.1, Tat transport -9, PKA-R2B activ 4, HTR5A ag 5, HTR5A inv ag -13, SUMO Mot1 rescue 26 and AddAB inh -2.3.
Screening Cc1onc(-c2c(Cl)cccc2Cl)c1C(=O)NNC(=O)c1c(-c2c(Cl)cccc2Cl)noc1C returned DAGLB inhibitor -3, CDK5 p35 inh 0.1, PKA-R1A act -4, phage Ecoli inh 3.9, E coli growth 0.2, Tat transport 12, PKA-R2B activ -8, HTR5A ag 4, HTR5A inv ag -17, SUMO Mot1 rescue -13 and AddAB inh 5.9.
For Cc1ccc(OCCC(=O)OCC(=O)Nc2ccc3c(c2)OCO3)cc1 the results were DAGLB inhibitor -4, CDK5 p35 inh 0.2, PKA-R1A act 3, phage Ecoli inh -4.8, E coli growth -0.4, Tat transport 6, PKA-R2B activ -10, HTR5A ag 1, HTR5A inv ag -3, SUMO Mot1 rescue 23 and AddAB inh -1.0.
Screening CCCc1cc(C(=O)N2CCCC(CO)(CCCc3ccccc3)C2)n(C)n1 (stereo not drawn) returned DAGLB inhibitor 0, CDK5 p35 inh 1.0, PKA-R1A act -6, phage Ecoli inh 0.9, Tat transport 0, PKA-R2B activ -8, HTR5A ag 3, HTR5A inv ag -7 and SUMO Mot1 rescue 15.
Screening CSc1nsc(SC)c1C(=O)N1CCN(S(=O)(=O)c2ccc(C)cc2)C1C (stereo not drawn) returned DAGLB inhibitor -1, CDK5 p35 inh 2.9, PKA-R1A act 2, phage Ecoli inh 4.7, E coli growth 0.8, Tat transport -5, PKA-R2B activ -12, HTR5A ag 6, HTR5A inv ag -18, SUMO Mot1 rescue -19 and AddAB inh -0.6.
For CCOCCc1nnc(NC(=O)c2cccs2)s1 the results were DAGLB inhibitor 1, CDK5 p35 inh 1.0, PKA-R1A act 0, phage Ecoli inh 1.9, E coli growth 0.2, Tat transport -4, PKA-R2B activ 7, HTR5A ag 1, HTR5A inv ag -34, SUMO Mot1 rescue 5 and AddAB inh 0.4.
CCCC(C(=O)NCc1ccc(OC)cc1)N(Cc1ccco1)C(=O)c1snc(C(N)=O)c1N (stereo not drawn) was read as DAGLB inhibitor 0, CDK5 p35 inh -3.5, PKA-R1A act -2, phage Ecoli inh 3.8, E coli growth -3.0, Tat transport -3, PKA-R2B activ -1, HTR5A ag 3, HTR5A inv ag 6, SUMO Mot1 rescue 204 and AddAB inh -0.8.
Cc1ccc(NC(=O)C2CCCN2C(=O)OCc2ccccc2)cc1F (stereo not drawn) was read as DAGLB inhibitor 0, PKA-R1A act -7, phage Ecoli inh 3.0, E coli growth 1.9, Tat transport 11, PKA-R2B activ -6, HTR5A ag -4, HTR5A inv ag 16, SUMO Mot1 rescue -4 and AddAB inh -0.9.
Screening Cc1cc(C(=O)OCC(=O)Nc2ccc(F)c(F)c2F)c(C)o1 returned DAGLB inhibitor -7, CDK5 p35 inh -3.5, PKA-R1A act -3, phage Ecoli inh 3.3, E coli growth 0.4, Tat transport -9, PKA-R2B activ 6, HTR5A ag 0, HTR5A inv ag 1, SUMO Mot1 rescue 13 and AddAB inh 0.8.
`O=C(COc1ccc(Cl)cc1)NCc1nnc(SCC(=O)NC2CCCCC2)o1` gave DAGLB inhibitor 1, CDK5 p35 inh -0.4, PKA-R1A act 1, phage Ecoli inh 2.5, E coli growth -0.2, Tat transport -1, PKA-R2B activ 3, HTR5A ag -4, HTR5A inv ag -18, SUMO Mot1 rescue -2 and AddAB inh 0.5.
COCCCN1CC(=O)N2C(c3ccccc3)c3[nH]c4ccccc4c3C[C@H]2C1=O (stereo partly drawn) was read as DAGLB inhibitor -1, CDK5 p35 inh 0.8, PKA-R1A act 4, phage Ecoli inh 2.0, E coli growth -1.5, Tat transport 4, PKA-R2B activ 4, HTR5A ag 0, HTR5A inv ag -1, SUMO Mot1 rescue -13 and AddAB inh 1.2.
For CCCCSc1nc2c(c(=O)[nH]1)CCC2 the results were DAGLB inhibitor 3, CDK5 p35 inh -0.3, PKA-R1A act 0, phage Ecoli inh 2.8, E coli growth -1.6, Tat transport -3, PKA-R2B activ 1, HTR5A ag 0, HTR5A inv ag 9, SUMO Mot1 rescue -5 and AddAB inh 1.4.
CS(=O)(=O)c1ccc(Cl)c(NC(=O)COC(=O)c2c(Cl)cccc2Cl)c1 was read as DAGLB inhibitor -2, CDK5 p35 inh 0.2, PKA-R1A act -2, phage Ecoli inh 3.2, E coli growth 0.8, Tat transport 4, PKA-R2B activ -7, HTR5A ag -2, HTR5A inv ag 4, SUMO Mot1 rescue 128 and AddAB inh 0.5.
Cc1cccc(NC(=O)CNC(=O)c2ccco2)n1 was read as DAGLB inhibitor 0, CDK5 p35 inh 1.0, PKA-R1A act -3, phage Ecoli inh 4.9, E coli growth -1.1, Tat transport 2, PKA-R2B activ -2, HTR5A ag 2, HTR5A inv ag 15, SUMO Mot1 rescue 72 and AddAB inh 1.9.
